Screening results (PubChem BioAssay)
TRHR ag – activates the human TRH receptor; P34981; TRHR cells, calcium flux fluo-8, FDSS agonist mode; activation, % at 2 µM; 0.18% of 360,000 active; in the data active = activation above about 30%; note: 0% is about no effect
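Read-out: compound-evoked intracellular calcium rise in TRHR cells, fluo-8 dye, kinetic FDSS fluorescence at 1 s/cycle following a 10-cycle baseline. Cells cultured overnight before dye loading (30 min–1.5 h, RT).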
TrxR1 inh – inhibitors of rat thioredoxin reductase 1 | O89049 | recombinant rTrxR1, NADPH fluorescence consumption, selenite substrate | Potency, µM (titrated, usually from 114 µM), for inactives: at the top dose activity change, negative = inhibition, most hits filed as inhibitors | 1% of 390,000 active | AID 588453; note: potency is the fitted concentration of half-maximal effect; % is set by controls: 0 for no effect and ±100 for the full control effect; nearly all actives have a fitted effect of over 65% in size
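Rat TrxR1 (90 nM in the dispensed reagent) was pre-reduced with 400 uM NADPH for 5 min at room temperature, then incubated with compound for 15 min. After 400 uM selenite was added, NADPH fluorescence (Ex 340/Em 450 nm) was followed for 8 min.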
TRHR enhancer – allosteric enhancers of human TRH receptor; TRHR cells, fluo-8 calcium fluorescence, EC20 TRH enhancement; enhancement, % at 2 µM; 0.66% of 360,000 active; AID 493056; in the data active = enhancement above about 30%; note: 0% is about no effect
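TRHR-expressing cells loaded with fluo-8 calcium dye were read kinetically (ex 480/em 530) during compound addition, then stimulated with an EC20 of TRH (10 nM final). Enhancement of the Gq-mediated intracellular calcium response was scored.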
D2 antag – antagonizes the human D2 dopamine receptor. HEK293 TREx D2 cells, calcium flux, dopamine EC80. inhibition, % at 10 µM. P14416. 2% of 340,000 active; in the data active = inhibition above about 30%; note: 0% is about no effect
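Read-out: kinetic calcium fluorescence (1 cycle/s) in inducible HEK293 T-REx D2 cells after an EC80 dopamine addition that followed 180 s compound preincubation. Loss of the dopamine response indicates antagonism.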
mIDH1 inhibitor – blocks human mutant IDH1 R132H enzyme. Potency, µM (doses to about 76.6 µM), for inactives: at the highest dose activity change, negative = inhibition, hits mostly inhibitors. 0.093% of 390,000 active. O75874. IDH1-R132H enzyme, NADPH consumption, diaphorase/resazurin fluorescence; note: potency is the fitted concentration of half-maximal effect; % is set by controls: 0 for no effect and ±100 for the full control effect; nearly all actives have a fitted effect of over 65% in size
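IDH1-R132H (0.5 ug/mL) preincubated 30 min with compound, then NADPH (0.016 mM) and alpha-KG (2 mM) added; 80 min at RT, pH 7.5. Remaining NADPH coupled via diaphorase/resazurin to fluorescence (540/590 nm); concentration-response curves normalized to no-enzyme control.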
PI4K2A inh – blocks human PI4K2A kinase activity; Q9BTU6; purified PI4K2A, ADP-Glo luminescence, 1 h; hits give low values; activity change, negative = inhibition, % at 76.9 µM; 0.13% of 420,000 active; AID 1346378; in the data active = activity change below about -50%; inconclusive = mostly about -30% to -49%;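 note: -100% = wells without enzyme as full effect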
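In this quantitative HTS, ADP production by PI4K2A was quantified luminescently after 1 h at ambient temperature; 100 microM adenosine served as plate-quality control.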
USP1-UAF1 inh – USP1/UAF1 (human) deubiquitinase inhibition; O94782; recombinant USP1/UAF1, Ub-Rhodamine cleavage fluorescence; Potency, µM (highest dose often 57.1 µM), without a hit: at the highest dose activity change, negative = inhibition, actives largely listed as inhibitors; 0.23% of 390,000 active; note: potency is the fitted concentration of half-maximal effect; % is set by controls: 0 for no effect and ±100 for the full control effect; nearly all actives have a fitted effect of over 60% in size; inactives centre near -12
Target sequence (O94782 whole entry, looked up): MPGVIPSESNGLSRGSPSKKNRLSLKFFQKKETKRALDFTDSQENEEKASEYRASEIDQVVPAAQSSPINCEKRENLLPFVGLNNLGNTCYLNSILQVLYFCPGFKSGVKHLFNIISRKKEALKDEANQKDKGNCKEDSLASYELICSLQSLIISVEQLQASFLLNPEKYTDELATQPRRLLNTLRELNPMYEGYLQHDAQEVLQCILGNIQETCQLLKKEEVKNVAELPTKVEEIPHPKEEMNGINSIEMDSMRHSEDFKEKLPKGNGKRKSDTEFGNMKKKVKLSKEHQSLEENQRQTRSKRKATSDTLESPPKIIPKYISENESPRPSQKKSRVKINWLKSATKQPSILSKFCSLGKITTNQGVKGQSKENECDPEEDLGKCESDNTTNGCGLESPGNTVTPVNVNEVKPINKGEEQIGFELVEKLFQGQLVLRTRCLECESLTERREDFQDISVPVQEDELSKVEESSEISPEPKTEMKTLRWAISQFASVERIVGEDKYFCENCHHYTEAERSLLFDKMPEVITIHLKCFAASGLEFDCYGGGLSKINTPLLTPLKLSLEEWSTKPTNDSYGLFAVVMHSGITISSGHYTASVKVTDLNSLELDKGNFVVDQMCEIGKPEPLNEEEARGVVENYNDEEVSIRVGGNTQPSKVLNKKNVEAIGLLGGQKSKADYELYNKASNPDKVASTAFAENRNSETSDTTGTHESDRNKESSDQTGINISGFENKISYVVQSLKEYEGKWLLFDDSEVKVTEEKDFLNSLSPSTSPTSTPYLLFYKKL
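USP1/UAF1 complex at 1 nM was preincubated with compound for 15 min at room temperature, then Ub-Rho substrate (150nM final) was added. Fluorescence (480/540 nm) was read kinetically, 6 reads every 60 seconds.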
D2 ag – agonists of human D2 dopamine receptor; P14416; HEK293 T-REx D2 cells, calcium flux agonist mode; activation, % at 2 µM; 0.53% of 340,000 active;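 active = activation over 3 SD above normal in the single-dose calcium agonist read, cut at about 30% in these data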; note: 0% is about no effect
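In this primary screen, compounds producing a positive calcium signal within 180 s of addition to tetracycline-induced, force-coupled HEK293 Trex D2 cells are flagged; cells are dye-loaded with a no-wash calcium kit beforehand.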
TrxR1 substrate – rat thioredoxin reductase 1 substrate activity | purified TrxR1 substrate turnover, NADPH consumption readout | AID 588456 | 0.01% of 390,000 active | Potency, µM (top dose mostly 114 µM), inactives show top-dose activity change, negative = substrate turnover | O89049; note: potency is the fitted concentration of half-maximal effect; % is set by controls: 0 for no effect and ±100 for the full control effect; nearly all actives have a fitted effect of over 50% in size
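Rat TrxR1, dispensed at 90 nM, was prereduced with 400 uM NADPH (final) for 5 min at ~22 deg C, then incubated with compound 15 min before 400 uM selenite. A first-read NADPH fluorescence drop versus no-compound background flagged substrates.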
* hit, by the source's call; ? = inconclusive; . = not tested or not shown; [ ] = another dose, or the depositor's remark. Unless noted, calls come from the whole dose curve; as a rule, active = well fitted inhibition curve with a large enough effect; inconclusive = small, poorly fitted or top-dose-only effect; inactive = no such curve, though single readings can be large or run the other way.

SMILES	TRHR ag	TrxR1 inh	TRHR enhancer	D2 antag	mIDH1 inhibitor	PI4K2A inh	USP1-UAF1 inh	D2 ag	TrxR1 substrate
CN1C(=O)/C(=C/c2ccccc2OCc2cccc(F)c2)NC1=S	0.8	30%[57.1 µM]	-5	28	0%	7	-5%	-0.1	8%[57.1 µM]
CCCCCCC(=O)Nc1c2c(nc3ccccc13)N(C)CC2	-0.6	-18%	0	8	-3%	3	-2%	0.2	49%[activator]
COc1ccc(N(Cc2cc3ccccc3[nH]c2=O)C(=O)c2cccc(Cl)c2)cc1	-0.4	4%	-2	.	0%	-2	?	-0.7	-8%
O=c1oc2c3c4c(cc2c(C(F)(F)F)c1CCN1CCOCC1)CCCN4CCC3	95*	21%[57.1 µM]	4	15	2%	-8	6.3µM*	14	2%[57.1 µM]
CCOC(=O)N1CCN(S(=O)(=O)c2cc([N+](=O)[O-])c(C)cc2C)CC1	-0.6	-11%	-1	.	9%	0	?	.	-13%
O=C(NCc1ccc(F)cc1)C1CCN(C(=O)Nc2ccc(F)cc2)CC1	-0.6	5%[57.1 µM]	2	-8	-14%	0	3%	-0.5	1%[57.1 µM]
COc1ccccc1Nc1nc(-c2cccc([N+](=O)[O-])c2)nc2ccccc12	0.5	-17%	-1	-10	2%	-4	5%	-0.5	-10%
Cn1cnc(S(=O)(=O)N2CCN(C(c3ccc(F)cc3)c3ccc(F)cc3)CC2)c1	0.1	8%	13	2	-9%	0	?	-0.1	-12%
CCN1CCN(Cc2nc3cc(NC(=O)c4cccc([N+](=O)[O-])c4)ccc3n2CC)CC1	-0.4	15%	11	.	-3%	2	-10%	-1.8	-5%
Cc1cc(-c2nc(C)c(C(=O)NNC(=O)NC(C)C)s2)no1	1.1	-4%[57.1 µM]	-5	-16	1%	-1	-8%	1.1	5%[57.1 µM]
Cc1ccc(C)c(N2CCN(c3ncnc4c3nc3n4CCCCC3)CC2)c1	-0.4	8%	-2	.	0%	1	-34%	-1.8	0%
Cc1ccc(NC(=S)NCc2ccc(Cl)cc2)c(C)c1	0.7	4%	1	-2	-1%	9	3%	-2.6	-6%
Cc1ccc(S(=O)(=O)N(Cc2ccccc2)c2ccccc2C(=O)N2CCCCC2)cc1	-0.9	-7%	12	2	1%	-1	-12%	0.3	-13%
CC(C)CCN(C(=O)c1csnn1)C(C(=O)NC1CCCCC1)c1ccc(F)cc1 (stereo unspecified)	0.4	18%[57.1 µM]	-4	12	0%	1	0%	-1.2	3%[57.1 µM]
COc1ccc(/C(=C/c2ccc(OC(F)F)c(OC)c2)C(=O)O)cc1OC	1.2	13%	27	.	1%	-2	-21%	.	4%
COCCN(C(=S)Nc1ccc(OC)cc1)C1CCN(C(C)=O)CC1	0.2	-10%	-1	-11	1%	-3	-25%	1.3	-3%
CCCn1c(=N)c(S(=O)(=O)c2ccc(F)cc2)cc2c(=O)n3ccccc3nc21	0.7	38%[activator]	-5	-31	6%	-5	-11%	0.6	2%
N#CC12CCCCC1CC1CCCCC1(C#N)N2Cc1cccnc1 (stereo unspecified)	-1.0	10%[57.1 µM]	-2	-2	-6%	9	?	-0.9	11%[57.1 µM]
O=C(C1=C(O)C(=O)N(CCN2CCOCC2)C1c1ccc([N+](=O)[O-])cc1)c1cccs1 (stereo unspecified)	0.5	-13%	-6	.	11%	0	-18%	.	-3%
COc1cccc(N=Nc2c(=O)[nH]n3c(C)cc(C)nc23)c1	0.3	?	13	-1	10%	-15	-28%	0.4	-22%
N#CC1=C(N)Oc2cc(N)ccc2C1c1cccnc1 (stereo unspecified)	0.3	2%[57.1 µM]	-7	0	-2%	-3	-17%	1.0	-6%[57.1 µM]
Cc1ccc(Oc2ccc(OCC(=O)NC3CCS(=O)(=O)C3)cc2)cc1 (stereo unspecified)	-0.8	-6%[57.1 µM]	-11	.	0%	-2	-1%	.	-5%[57.1 µM]
CCc1ccc(-n2nc(CO)c(C(=O)NCc3cccs3)n2)cc1	-0.9	?	1	.	13%	1	-2%	-0.3	9%
O=C(Cn1ncn2c(cc3ccccc32)c1=O)NCCC1=CCCCC1	-0.3	25%	-10	7	8%	-3	4%	0.4	27%
O=C(CSc1ncccn1)N1CCCC1	0.7	32%	-6	5	5%	0	-20%	-1.0	6%
COC(=O)C(C)Sc1nc2c(cnn2-c2ccc(C)cc2)c(=O)[nH]1 (stereo unspecified)	.	3%	.	.	6%	-13	2%	.	-1%
COCCNC(=O)C(c1ccc(C)o1)N(C(=O)Cn1nnc2ccccc21)c1ccccc1 (stereo unspecified)	-0.3	20%	-16	-20	3%	-2	-24%	0.3	4%
COc1ccccc1CCC(=O)Nc1ccc2c(c1)CN(Cc1ccc(CO)o1)CC2	-2.1	-17%	7	1	-9%	-8	2%	0.1	-1%
COc1ccc(C(=O)N/C(=C\c2cn(C)c3ccccc23)C(=O)N2CCN(C)CC2)cc1OC	0.2	-1%[57.1 µM]	1	4	0%	-5	-8%	.	-3%[57.1 µM]
CCCn1nc(-c2nnc(-c3ccc(C)c(C)c3)o2)c2ccccc2c1=O	0.4	12%	-1	2	-1%	4	-1%	0.9	-5%

The list goes on, overlapping the part above by three compounds.
SMILES	TRHR ag	TrxR1 inh	TRHR enhancer	D2 antag	mIDH1 inhibitor	PI4K2A inh	USP1-UAF1 inh	D2 ag	TrxR1 substrate
COc1ccccc1CCC(=O)Nc1ccc2c(c1)CN(Cc1ccc(CO)o1)CC2	-2.1	-17%	7	1	-9%	-8	2%	0.1	-1%
COc1ccc(C(=O)N/C(=C\c2cn(C)c3ccccc23)C(=O)N2CCN(C)CC2)cc1OC	0.2	-1%[57.1 µM]	1	4	0%	-5	-8%	.	-3%[57.1 µM]
CCCn1nc(-c2nnc(-c3ccc(C)c(C)c3)o2)c2ccccc2c1=O	0.4	12%	-1	2	-1%	4	-1%	0.9	-5%
COc1cc(NC(=O)c2cc3nc(-c4ccccc4)cc(-c4ccccc4)n3n2)cc(OC)c1OC	0.2	25%[57.1 µM]	11	-13	6%	4	-13%	0.0	5%[57.1 µM]
CCOc1ccccc1CNC(=O)c1cc2oc3ccccc3c2n1C	-0.2	65%[activator]	-3	-13	-7%	4	-17%	-1.4	81%[activator]
Cc1cn([C@H]2C[C@H](O)[C@@H](CCC(=O)NCCc3cnc[nH]3)O2)c(=O)[nH]c1=O	.	25%	.	.	0%	-1	-5%	.	7%
Fc1cc(Br)ccc1NC(=S)Nc1cccnc1	1.0	50µM*	-5	1	-3%	-1	-13%	-0.1	2%
Cc1cc(C)n(CC(C)(O)c2ccccc2)n1 (stereo unspecified)	0.5	16%[57.1 µM]	-6	20	-8%	-3	22%	0.4	5%[57.1 µM]
CNC(=O)Nc1ccccc1F	0.5	6%	1	6	9%	4	-13%	-0.6	1%
CCOC(=O)N1CCN(C(=O)c2cc(C)c3c(C)nn(-c4ccccc4)c3n2)CC1	-0.8	8%	-3	-7	0%	8	-14%	0.5	3%
COC(=O)Cn1c(O)c(N=NC(=O)OC)c2ccccc21	-0.1	-14%	3	11	-7%	2	2%	-0.5	-14%
Cc1ccc(-n2ccc(-c3nn(-c4ccccc4)ccc3=O)n2)cc1	-0.4	29%	-4	-8	2%	-3	-21%	1.5	5%
CN(C(=O)COC(=O)CNC(=O)C12CC3CC(CC(C3)C1)C2)c1ccccc1	0.2	-12%	-2	-2	7%	-1	-16%	.	-4%
COc1ccccc1CCNC(=O)c1cc(C2CC2)nc2c1cnn2C(C)C	-0.2	2%[57.1 µM]	-3	-3	-10%	-2	-25%	-2.6	-2%[57.1 µM]
COC(=O)C1=C(C(=O)OC)C2(OC1c1cccc(F)c1)C(=O)c1ccccc1C2=O (stereo unspecified)	0.6	4%	-1	-4	-1%	1	-19%	0.3	10%
CS(C)(=O)=NS(=O)(=O)c1ccc(Cl)cc1	0.1	-11%	4	-6	-2%	1	-6%	0.0	-5%
O=C(CSc1ncnc2c1nnn2Cc1ccccc1)NC1CCCC1	0.7	25%[57.1 µM]	-5	24	-5%	1	3%	0.8	6%[57.1 µM]
Cc1ccc(S(=O)(=O)N(C)C)cc1NC(=O)COC(=O)CCC(=O)c1cccs1	0.0	28%[57.1 µM]	-15	-43	4%	1	-7%	0.3	-6%[57.1 µM]

Exported with bars between the fields: part of the list above
molecule | TRHR ag | TrxR1 inh | TRHR enhancer | D2 antag | mIDH1 inhibitor | PI4K2A inh | USP1-UAF1 inh | D2 ag | TrxR1 substrate
CCOC(=O)N1CCN(S(=O)(=O)c2cc([N+](=O)[O-])c(C)cc2C)CC1 | -0.6 | -11% | -1 | . | 9% | 0 | ? | . | -13%
COc1ccc(N(Cc2cc3ccccc3[nH]c2=O)C(=O)c2cccc(Cl)c2)cc1 | -0.4 | 4% | -2 | . | 0% | -2 | ? | -0.7 | -8%

The listing continues:
SMILES	TRHR ag	TrxR1 inh	TRHR enhancer	D2 antag	mIDH1 inhibitor	PI4K2A inh	USP1-UAF1 inh	D2 ag	TrxR1 substrate
COc1ccc(NS(=O)(=O)c2cc(NC(=O)COc3ccccc3)ccc2N2CCOCC2)cc1	.	19%[57.1 µM]	.	.	1%	2	-20%	.	5%[57.1 µM]
CC(OC(=O)/C=C/c1ccc2ccccc2n1)C(=O)N(C)c1ccccc1 (stereo unspecified)	-0.2	-1%	21	-1	10%	10	-17%	0.2	1%
O=C(Cc1ccccc1)Nc1sc2c(c1C(=O)Nc1ccccc1Cl)CCC2	0.4	-15%	-6	.	-1%	-4	0%	-1.4	15%
O=C(CC(=O)N/N=C/c1ccc(O)cc1)N/N=C/c1ccc(O)cc1	0.9	-4%	2	-5	1%	-1	-11%	1.7	-5%
COc1ccc(OC)c2sc(NC(=O)C(C)C)nc12	-0.1	-2%[57.1 µM]	-1	-26	8%	-4	-32%	1.1	2%[57.1 µM]
Cc1cc(C)n(/N=C/c2cccc([N+](=O)[O-])c2)c(=O)c1	0.4	4%	1	-7	6%	-5	-14%	-0.2	-3%
Cc1ccnn1CC(=O)N/N=C/c1cn[nH]c1-c1ccccc1	0.1	27%[57.1 µM]	-2	44*	4%	-8	-10%	0.2	21%[57.1 µM]
COc1cc(NC(=O)N2CCC3(CC2)Nc2cc(F)ccc2-n2cccc23)cc(OC)c1OC	0.3	6%[57.1 µM]	13	.	4%	-1	-9%	0.6	-4%[57.1 µM]
